ULK1 inh: blocks human autophagy kinase ULK1; O75385; inhibition, % at 5.96 µM; AlphaScreen Atg13 phosphorylation by ULK1, luminescence; 30,000 tested, 1.9% active; in the data active = inhibition above about 43%;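 also: 0% = median of compound wells and 100% = no enzyme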
ASK1 inh: human ASK1 kinase inhibition, primary screen; 22,000 tested, 0.99% active; AlphaScreen MKK6 phosphorylation by ASK1, luminescence; Q99683; inhibition, % at 7.44 µM; in the data active = inhibition above about 35%;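 also: 0% = median of compound wells and 100% = no enzyme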
Target sequence (Q99683 whole entry, looked up): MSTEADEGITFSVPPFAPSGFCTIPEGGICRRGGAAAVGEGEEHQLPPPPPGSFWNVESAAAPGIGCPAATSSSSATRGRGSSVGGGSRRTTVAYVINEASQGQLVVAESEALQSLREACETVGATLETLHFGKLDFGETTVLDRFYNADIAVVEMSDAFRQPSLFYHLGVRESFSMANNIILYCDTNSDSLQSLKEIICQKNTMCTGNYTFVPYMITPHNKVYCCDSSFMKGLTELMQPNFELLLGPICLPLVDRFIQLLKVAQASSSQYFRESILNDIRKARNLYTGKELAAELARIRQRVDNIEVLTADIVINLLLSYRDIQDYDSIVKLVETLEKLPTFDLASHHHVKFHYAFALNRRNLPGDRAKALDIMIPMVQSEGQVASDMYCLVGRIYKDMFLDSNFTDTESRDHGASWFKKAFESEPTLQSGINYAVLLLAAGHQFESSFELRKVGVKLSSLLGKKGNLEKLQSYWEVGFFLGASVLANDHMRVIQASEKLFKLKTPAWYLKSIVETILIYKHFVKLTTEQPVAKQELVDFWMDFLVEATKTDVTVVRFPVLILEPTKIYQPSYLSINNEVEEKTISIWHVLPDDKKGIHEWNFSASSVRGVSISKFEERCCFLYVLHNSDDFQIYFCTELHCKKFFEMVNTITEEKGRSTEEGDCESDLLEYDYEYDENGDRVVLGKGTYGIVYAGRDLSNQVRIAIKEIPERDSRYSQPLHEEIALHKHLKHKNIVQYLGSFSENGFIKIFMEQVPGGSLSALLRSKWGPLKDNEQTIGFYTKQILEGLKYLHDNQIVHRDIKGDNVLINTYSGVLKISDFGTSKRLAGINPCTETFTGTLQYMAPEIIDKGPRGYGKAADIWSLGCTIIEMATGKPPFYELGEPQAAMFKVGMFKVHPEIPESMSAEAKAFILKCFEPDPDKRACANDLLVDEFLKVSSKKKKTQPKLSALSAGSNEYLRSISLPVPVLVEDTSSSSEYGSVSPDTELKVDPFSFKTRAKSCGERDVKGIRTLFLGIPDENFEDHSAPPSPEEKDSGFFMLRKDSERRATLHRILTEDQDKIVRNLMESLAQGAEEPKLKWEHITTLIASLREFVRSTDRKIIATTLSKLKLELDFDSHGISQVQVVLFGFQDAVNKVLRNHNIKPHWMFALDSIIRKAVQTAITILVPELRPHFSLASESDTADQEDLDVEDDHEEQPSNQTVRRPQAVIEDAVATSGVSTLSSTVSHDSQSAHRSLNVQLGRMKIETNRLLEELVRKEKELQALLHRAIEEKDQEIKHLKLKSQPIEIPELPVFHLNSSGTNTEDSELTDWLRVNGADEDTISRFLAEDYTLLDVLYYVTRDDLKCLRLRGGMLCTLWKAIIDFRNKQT
Starred values were filed as active, the others as inactive.

Screening COc1cc(Nc2cc(C)nc(Nc3cc(OC)c(OC)c(OC)c3)n2)cc(OC)c1OC returned ULK1 inh -25.0 and ASK1 inh -11.8.
`COC(=O)c1cccc(-n2cc(NC(=O)Cc3cccc(C)c3)cn2)c1` gave ULK1 inh -9.1 and ASK1 inh 4.3.
Cc1cc(NCc2cccc(C(F)(F)F)c2)nc(-c2ccc(C(=O)N3CCN(C)CC3)cc2)n1 was read as ULK1 inh -10.1 and ASK1 inh -22.1.
`CC(=O)c1cccc(-c2cccc(C(=O)NCCN3CCOCC3)c2)c1` gave ULK1 inh 2.2 and ASK1 inh 7.2.
`CC(C)(C)Nc1nc(N2CCCCC2)nc(N2CCOCC2)n1` gave ULK1 inh 8.6.
`Cc1cc(NCCCN2CCCC2=O)nc(N2CCCC2CO)n1` (centres undefined) gave ULK1 inh 2.2 and ASK1 inh -14.0.
Cc1cccc(NC(=O)c2csc(Br)n2)c1N1CCC2(CC1)OCCO2 was read as ULK1 inh 6.2 and ASK1 inh 10.6.
For Cc1cncc2c(S(=O)(=O)N3CC[C@H](NC(=O)[C@@H](N)Cc4ccccc4)C3)cccc12 the results were ULK1 inh 4.3 and ASK1 inh -0.4.
O=C(NC1CC1)c1ccc(-c2nc(NCc3cccnc3)c3ncn(Cc4ccc(C(F)(F)F)cc4)c3n2)cc1 was read as ULK1 inh -4.2 and ASK1 inh -29.4.
For CCNc1nc(NCCCN2CCCC2=O)c2ncn(C(C)C)c2n1 the results were ULK1 inh 9.0 and ASK1 inh 3.2.
O=C(NCCOc1ccccc1)c1ccc2nc(Oc3ccccc3)sc2c1 was read as ULK1 inh -1.2 and ASK1 inh -14.9.
For COC(=O)c1ccc(S(=O)(=O)c2cc[n+]([O-])cc2)cc1 the results were ULK1 inh -3.8.
CC(C)n1cnc2c(NCc3nc4ccccc4[nH]3)nc(-c3ccc(C(N)=O)cc3)nc21 was read as ULK1 inh 20.6 and ASK1 inh -13.8.
`O=C(NCCN1CCOCC1)c1cnc(N2CCN(Cc3ccc4c(c3)OCO4)CC2)s1` gave ULK1 inh 8.5 and ASK1 inh -12.2.
For Cc1cc(NCCOc2ccccc2)nc(NC2CCN(Cc3ccccc3)CC2)n1 the results were ULK1 inh 8.1 and ASK1 inh -3.5.
For Cc1ncn(-c2ccc(Nc3nccc(-c4ccc(C#N)c(N5CCN(C)CC5)c4)n3)cc2)n1 the results were ULK1 inh -9.9 and ASK1 inh 5.1.
`Cc1noc(C)c1-c1cc(NCCc2ccc(O)cc2)nc(N)n1` gave ULK1 inh -15.9 and ASK1 inh -2.4.
Screening c1cncc(Nc2nc(NCCN3CCOCC3)c3ncn(-c4ccsc4)c3n2)c1 returned ULK1 inh 5.8 and ASK1 inh -24.5.
`CN(C)C(=O)c1cnccc1Nc1cccc(C(=O)NC[C@@H](O)C(=O)N(C)C)c1` gave ULK1 inh -0.4 and ASK1 inh -18.9.
For CC(=O)Nc1ccc(Nc2nc(-c3ccc(C(=O)NC4CC4)cc3)nc3c2ncn3C2CCCCC2)cc1 the results were ULK1 inh 29.1 and ASK1 inh -7.8.

Structures shown so far that have a CF3 group, in the order listed:
Cc1cc(NCc2cccc(C(F)(F)F)c2)nc(-c2ccc(C(=O)N3CCN(C)CC3)cc2)n1 was read as ULK1 inh -10.1 and ASK1 inh -22.1.
O=C(NC1CC1)c1ccc(-c2nc(NCc3cccnc3)c3ncn(Cc4ccc(C(F)(F)F)cc4)c3n2)cc1 was read as ULK1 inh -4.2 and ASK1 inh -29.4.

(continued)
Screening Nc1nc2ccc(OC(F)(F)F)cc2s1 returned ULK1 inh -9.2.
For NCC1CCC(C(=O)O)CC1 (centres undefined) the results were ULK1 inh -2.2.
For c1ccc(CN2CCC(Nc3nc(NCc4ccc5c(c4)OCO5)nc4c3ncn4C3CCCCC3)CC2)cc1 the results were ULK1 inh 1.3 and ASK1 inh 24.9.
`CN(C)CCc1c[nH]c2ccc(C[C@H]3COC(=O)N3)cc12` gave ULK1 inh -4.8.
`COc1ccc(-c2nc(C)cc(NCc3ccccc3)n2)cc1` gave ULK1 inh 27.7 and ASK1 inh 7.3.
`CCCNC(=O)c1cncc(-c2ccc(C(=O)N3CCN(C)CC3)cc2)c1` gave ULK1 inh -2.0 and ASK1 inh -2.0.
`CN(C)CCCN1c2ccccc2Sc2ccc(C(F)(F)F)cc21` gave ULK1 inh -3.7.
For COc1ccc(C(N)C(=O)N2CCN(c3ccc4[nH]ncc4c3)CC2)cc1 (centres undefined) the results were ULK1 inh 7.3 and ASK1 inh -3.8.
Screening COc1cc(NC(=O)C2COc3ccccc3O2)cnc1-c1cn[nH]c1 (centres undefined) returned ULK1 inh -4.0 and ASK1 inh -2.2.
`CN(C)c1cccc(Nc2nc(NC3CCN(Cc4ccccc4)CC3)c3ncn(C4CCCCC4)c3n2)c1` gave ULK1 inh 10.1 and ASK1 inh 24.2.
Screening Cc1cc(NCCO)nc(-c2ccc(C(N)=O)cc2)n1 returned ULK1 inh 1.6 and ASK1 inh -1.9.
O=[N+]([O-])c1ccc(O)c(/C=N/c2nc3cc(Cl)ccc3o2)c1 was read as ULK1 inh 12.6.
CC(C)n1cnc2c(Nc3ccccc3)nc(Nc3ccccc3)nc21 was read as ULK1 inh 38.4 and ASK1 inh -0.5.
For FC(F)(F)c1ccc(Cn2cnc3c(NCc4ccccc4)nc(Nc4ccc5ncccc5c4)nc32)cc1 the results were ULK1 inh 0.9 and ASK1 inh 2.5.
Screening COc1ccc(CCNC(=O)c2ccnc(-c3ccc(N4CCN(C)CC4)cc3)c2)cc1 returned ULK1 inh -2.5 and ASK1 inh -6.5.
For c1ccc2c(Nc3nc(Nc4ccc5c(c4)OCO5)c4[nH]cnc4n3)nccc2c1 the results were ULK1 inh 14.3 and ASK1 inh 12.6.
O=C(NCC(O)COc1ccc(Cl)cc1)c1cc(-c2ccc3[nH]ncc3c2)ccn1 (centres undefined) was read as ULK1 inh -45.9 and ASK1 inh -7.1.
For CN(C)c1cccc(Nc2cc(Nc3ccc4c(c3)OCO4)ncn2)c1 the results were ULK1 inh 4.8 and ASK1 inh 18.0.
For CCN(C(=O)c1cccc(Cl)c1)c1ccccc1 the results were ULK1 inh 3.3.
For CN1CCN(c2ccc(-c3cccc(C(N)=O)n3)cc2)CC1 the results were ULK1 inh -9.2 and ASK1 inh -8.3.
Cc1cnc(NCCCN2CCCC2=O)nc1Nc1ccc(N2CCOCC2)cc1 was read as ULK1 inh 45.8* and ASK1 inh 3.9.
`O=C(NCc1ccccc1)c1cccc(Nc2ccc3ncccc3c2)c1` gave ULK1 inh 2.5 and ASK1 inh 0.4.
`COc1ccc2c(c1)CC(C(=O)Nc1ccc(-c3cn[nH]c3)cc1C(=O)N1CCN(C)CC1)CO2` (centres undefined) gave ULK1 inh -2.0 and ASK1 inh 7.0.
For O=C(NCc1cccc(C(F)(F)F)c1)c1cncc(Nc2cccnc2)c1 the results were ULK1 inh -2.0 and ASK1 inh -17.5.
COCCNC(=O)c1ccc2cncc(-c3cc4ccccc4o3)c2n1 was read as ULK1 inh 11.1.
Screening COc1ccc(CCNc2ncnc3nc(-c4ccc(OC)nc4)[nH]c23)cc1 returned ULK1 inh -9.2 and ASK1 inh -8.1.
For Cc1ccc(S(=O)(=O)n2ccn(CC(=O)Nc3ccc(Br)cc3)c2=O)cc1 the results were ULK1 inh -3.1.
O=C(NCc1ccc(Cl)cc1)NCc1nnnn1-c1ccc(Cl)cc1 was read as ULK1 inh -14.4.
`Cc1nn(C)c(C)c1-c1nc2ccc(C(=O)NC3CC3)cc2s1` gave ULK1 inh -22.7 and ASK1 inh -5.1.
COc1ccc2c(c1)CC(C(=O)Nc1ccc(-c3cn[nH]c3)cc1SCCN1CCCC1)CO2 (centres undefined) was read as ULK1 inh 4.7 and ASK1 inh 9.4.
Screening CCCNc1ncnc2c1nc(Nc1cccnc1)n2C(C)C returned ULK1 inh -4.2 and ASK1 inh -3.5.
`COc1ccccc1OC(=O)CNC(=O)Cc1ccc(C(=O)c2ccc(C)cc2)n1C` gave ULK1 inh -2.2.
Screening CC(C)S(=O)(=O)c1ccc(-c2ccnc(Nc3ccc(S(N)(=O)=O)cc3)n2)cc1 returned ULK1 inh 4.6 and ASK1 inh -31.3.
Screening FC(F)(F)c1cccc(CNc2nc(N3CCC(N4CCOCC4)CC3)nc3c2ncn3C2CCCCC2)c1 returned ULK1 inh -9.1 and ASK1 inh 6.0.
Nc1cccc(-c2cccc(C(=O)NCc3cccnc3)c2)c1 was read as ULK1 inh 7.9 and ASK1 inh 0.7.
For CC(C)CC(=O)N1c2ccc(S(C)(=O)=O)cc2NC(=O)C1Cc1ccccc1 (centres undefined) the results were ULK1 inh 7.9.
Screening O=P(O)(O)C(Sc1ccc(Cl)cc1)P(=O)(O)O returned ULK1 inh 9.2.
Screening COc1ccc(CCNc2nc(Nc3cccnc3)nc3c2ncn3C2CCCCC2)cc1 returned ULK1 inh -0.3 and ASK1 inh 3.3.
Cc1cccc(CC(=O)Nc2ccc3c(c2)CC(=O)N3C)c1 was read as ULK1 inh 8.5.
For O=C(Nc1ccccc1)O[C@@H]1C[C@H](C(=O)Nc2ccc3[nH]ncc3c2)N(C(=O)Nc2ccccc2)C1 the results were ULK1 inh 2.7 and ASK1 inh 4.6.
CC(C)N(CCNc1nc(-c2ccc(C(N)=O)cc2)nc2c1ncn2-c1ccccc1)C(C)C was read as ULK1 inh -2.2 and ASK1 inh -5.7.
Screening CC(C)n1cnc2c(NCc3ccccc3)nc(N3CCc4ccccc4C3)nc21 returned ULK1 inh 4.8 and ASK1 inh 2.2.
`FC(F)(F)c1ccc(Cn2cnc3c(NCc4ccccc4)nc(-c4cccs4)nc32)cc1` gave ULK1 inh -37.2 and ASK1 inh -8.3.
For COCCNC(=O)CC(=O)N/N=C/c1cccs1 the results were ULK1 inh 5.5.
CCN(CC)C(=O)C1CCCN(c2nc(NC3CCN(Cc4ccccc4)CC3)c3[nH]cnc3n2)C1 (centres undefined) was read as ULK1 inh -5.4 and ASK1 inh 4.9.
CC(C)n1cnc2c(Nc3ccc4c(c3)OCO4)nc(N3CCN(c4ccccn4)CC3)nc21 was read as ULK1 inh 3.6 and ASK1 inh 11.8.
For CC(=O)Nc1ccc(Nc2cc(C)nc(-c3c(C)nn(C)c3C)n2)cc1 the results were ULK1 inh -7.6 and ASK1 inh 1.3.
For CCN(CC)C(=O)C1CCCN(c2nc(NC3CCN(Cc4ccccc4)CC3)c3ncn(-c4ccsc4)c3n2)C1 (centres undefined) the results were ULK1 inh -3.2 and ASK1 inh -8.9.
Screening COc1ccc(-c2nccc(NCCOc3ccccc3)n2)cc1 returned ULK1 inh -11.8 and ASK1 inh -3.4.
For Cn1ccc2cc(-c3cc(Nc4ccc(N5CCOCC5)cc4)nc(N)n3)ccc21 the results were ULK1 inh 26.2 and ASK1 inh 46.3*.
CNC(=O)/C(C#N)=C/c1ccc(-c2ccc(Cl)cc2)o1 was read as ULK1 inh 15.9.
c1ccc(OCCNc2nc(Nc3ccccn3)nc3nc[nH]c23)cc1 was read as ULK1 inh 11.9 and ASK1 inh 6.8.
COc1ccc2c(c1)CC(C(=O)Nc1ccc(-c3cn[nH]c3)cc1OCCCO)CO2 (centres undefined) was read as ULK1 inh -8.2 and ASK1 inh -4.1.
`CCCNC(=O)Cc1cn(-c2ccc(Nc3ccncn3)nn2)c2ccccc12` gave ULK1 inh 13.7 and ASK1 inh -11.3.
Screening O=C(Nc1ccc(-c2nn[nH]n2)cc1)[C@@H]1Cc2ccccc2CN1 returned ULK1 inh -2.0 and ASK1 inh 8.0.
c1ccc(N2CCN(c3nc(NCCN4CCOCC4)c4ncn(-c5ccsc5)c4n3)CC2)nc1 was read as ULK1 inh -11.4 and ASK1 inh 6.5.
`Cc1cc(NCc2ccccc2)nc(-c2cccs2)n1` gave ULK1 inh -39.8 and ASK1 inh -8.1.
`CCOC(=O)c1cc2ccccc2[nH]c1=O` gave ULK1 inh -5.0.
`COc1ccc(-c2cncc(C(=O)Nc3cc(OC)c(OC)c(OC)c3)c2)cc1` gave ULK1 inh -9.7 and ASK1 inh -10.0.
OCCNc1nc(Nc2nccc3ccccc23)nc2c1ncn2-c1ccccc1 was read as ULK1 inh 6.3 and ASK1 inh -15.0.

As a working copy, 5 of the compounds above.
CC(C)n1cnc2c(Nc3ccc4c(c3)OCO4)nc(N3CCN(c4ccccn4)CC3)nc21 was read as ULK1 inh 3.6 and ASK1 inh 11.8.
For CC(=O)Nc1ccc(Nc2cc(C)nc(-c3c(C)nn(C)c3C)n2)cc1 the results were ULK1 inh -7.6 and ASK1 inh 1.3.
For CCN(CC)C(=O)C1CCCN(c2nc(NC3CCN(Cc4ccccc4)CC3)c3ncn(-c4ccsc4)c3n2)C1 (centres undefined) the results were ULK1 inh -3.2 and ASK1 inh -8.9.
Screening COc1ccc(-c2nccc(NCCOc3ccccc3)n2)cc1 returned ULK1 inh -11.8 and ASK1 inh -3.4.
For Cn1ccc2cc(-c3cc(Nc4ccc(N5CCOCC5)cc4)nc(N)n3)ccc21 the results were ULK1 inh 26.2 and ASK1 inh 46.3*.

Next part.
For COc1ccc(-c2nc3c(Nc4ccc(Oc5ccccc5)cc4)ncnc3n2C(C)C)cc1 the results were ULK1 inh -1.3 and ASK1 inh -0.1.
CCOc1c(C)cnc2c1c(=O)n(CC(=O)Nc1ccc(Cl)cc1)c(=O)n2C was read as ULK1 inh 0.3.
`Cc1ccc(-c2cncc(-c3cc(NCc4cnc(C)cn4)nc(C)n3)c2)cc1` gave ULK1 inh -14.6.
For O=C(Cc1ccccc1)Nc1cnn(-c2cccc(C(=O)Nc3ccc(Cn4cncn4)cc3)c2)c1 the results were ULK1 inh -32.0 and ASK1 inh 1.5.
For O=C(Nc1ccc2c(c1)OCO2)c1cccc(N2CCN(Cc3ccc4c(c3)OCO4)CC2)n1 the results were ULK1 inh 20.6 and ASK1 inh 33.0.
`CC1=C(C(=O)O)N2C(=O)[C@@H](NC(=O)[C@H](N)c3ccccc3)[C@H]2SC1` gave ULK1 inh -2.1.

High-throughput results from PubChem.
